# Bioassay records from PubChem BioAssay.
# Efflux pump inh = blocks antifungal efflux pumps in multiplex yeast assay. S. cerevisiae Candida pump triplex, Nile Red efflux. hit rate 0.44% among 330,000. inhibition, % at 10 µM;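 active = plate passing quality check with inhibition over a set limit, or well fluorescence over plate mean plus 4 SD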;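 note: Nile Red retained in pooled yeast measured as flow cytometry median fluorescence; 0% = buffer negative control and 100% = Enniatin B positive control; higher means more Nile Red kept so more efflux inhibition; some compounds called inactive have numbers as strong as hits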
# MEX-5 binding = C. elegans MEX-5 TCR-2 RNA binding activity; activity score (negative = inhibition of binding), % at 10 µM; Q9XUB2; MEX-5/FITC-TCR2 RNA binding, fluorescence polarization; hits give low values; hit rate 0.38% among 300,000;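 active = inhibition past about -25% in most replicates, and total fluorescence under double the plate's negative control median, limit read from the data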;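 note: 0% = DMSO and -100% = 5 µM competing unlabeled TCR2 RNA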
# MCL1 BIM primary = disrupts human MCL1 binding to BIM-BH3 peptide. AID 2057. GST-MCL1 / FITC-Bim-BH3 fluorescence polarization. hit rate 0.68% among 320,000. inhibition, % at 10.9 µM;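 active = inhibition above the mean inhibition of all tested compounds plus 3 SD, set per campaign, cut at about 40% in these data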;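 note: 0% = DMSO wells and 100% = unlabeled Bim-BH3 peptide control; higher means more loss of mP so more displacement of Bim peptide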
# Fam108B inh = blocks mouse Fam108B hydrolase in RBBP9 counter-screen. hit rate 0.33% among 300,000. inhibition, % at 9.51 µM. recombinant Fam108B, FP-Rh probe fluorescence polarization. AID 1947;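 active = inhibition above the screen mean inhibition plus 3 SD, computed separately per campaign, cut at about 18% in these data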;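 note: inhibitors lower polarization as less probe binds the enzyme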
# GLD-1 RNA inh = GLD-1-TGE RNA interaction inhibition (C. elegans); purified GLD-1 + fluorescein TGE RNA, fluorescence polarization; AID 2280; hit rate 0.44% among 320,000; inhibition, % at 5.96 µM;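 active = percent inhibition above a per-plate cutoff, the plate mean of test compounds plus 3 SD, cut at about 30% in these data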;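 note: 0% = DMSO wells with GLD-1 and probe and 100% = wells lacking GLD-1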
# GRK2 inh = human GRK2 inhibition via aptamer displacement. P25098. bead flow cytometry, FAM-aptamer displacement from GRK2. inhibition of aptamer binding, % at 10 µM. hit rate 0.59% among 330,000;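 active = inhibition of aptamer binding above 40%, roughly 3 SD of noise, on plates passing a quality check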;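 note: median bead fluorescence of bound FAM aptamer so fluorescent compounds give negative values; no value below 0 was filed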
# VLA-4 inh = inhibition in a human VLA-4 binding assay | VLA-4 expressing cells, ligand binding flow cytometry | inhibition, % (about 7 µM as worked out from the volumes in the protocol) | AID 2557 | hit rate 0.2% among 330,000; in the data active = inhibition above about 50%
# Target sequence (P13612 whole entry, looked up): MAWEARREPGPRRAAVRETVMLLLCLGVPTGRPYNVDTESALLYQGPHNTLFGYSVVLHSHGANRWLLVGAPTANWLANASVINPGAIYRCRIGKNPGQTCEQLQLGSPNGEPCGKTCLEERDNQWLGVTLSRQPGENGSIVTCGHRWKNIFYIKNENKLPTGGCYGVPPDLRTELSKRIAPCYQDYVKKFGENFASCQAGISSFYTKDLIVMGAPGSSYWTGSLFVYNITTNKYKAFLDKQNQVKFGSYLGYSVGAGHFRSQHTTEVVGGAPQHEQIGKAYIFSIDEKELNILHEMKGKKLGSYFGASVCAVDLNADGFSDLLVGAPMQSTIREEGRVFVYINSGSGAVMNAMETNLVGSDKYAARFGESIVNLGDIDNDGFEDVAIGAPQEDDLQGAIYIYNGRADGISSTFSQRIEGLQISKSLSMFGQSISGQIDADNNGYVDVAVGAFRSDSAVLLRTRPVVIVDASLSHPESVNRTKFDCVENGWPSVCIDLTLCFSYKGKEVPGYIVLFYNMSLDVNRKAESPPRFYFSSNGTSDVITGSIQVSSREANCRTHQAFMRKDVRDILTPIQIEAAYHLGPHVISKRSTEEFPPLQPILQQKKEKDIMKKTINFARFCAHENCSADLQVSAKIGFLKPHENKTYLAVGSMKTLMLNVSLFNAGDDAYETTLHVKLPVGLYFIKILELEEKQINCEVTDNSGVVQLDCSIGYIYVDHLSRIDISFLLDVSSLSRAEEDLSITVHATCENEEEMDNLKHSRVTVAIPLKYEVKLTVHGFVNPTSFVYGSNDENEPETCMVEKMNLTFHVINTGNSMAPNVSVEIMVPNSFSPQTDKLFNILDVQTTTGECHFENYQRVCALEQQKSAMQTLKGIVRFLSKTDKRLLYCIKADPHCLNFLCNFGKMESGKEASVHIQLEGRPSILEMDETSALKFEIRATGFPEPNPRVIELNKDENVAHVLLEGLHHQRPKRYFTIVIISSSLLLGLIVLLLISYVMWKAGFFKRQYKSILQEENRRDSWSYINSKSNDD
# BCLXL inh = blocks human Bcl-xL binding to Bim BH3 peptide; Q07817; GST-Bcl-xL / FITC-Bim BH3 peptide fluorescence polarization; inhibition, % at 10.9 µM; hit rate 0.7% among 320,000; AID 2129;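 active = inhibition above the mean of all tested compounds plus 3 SD, cutoff set per campaign, cut at about 30% in these data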;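 note: 0% = DMSO wells and 100% = unlabeled Bim-BH3 peptide competitor; inhibitors lower millipolarization by displacing the labeled peptide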
# PME-1 inh = PME-1 (human) inhibition; Q9Y570; recombinant PME-1, FP-Rh probe fluorescence polarization; inhibition, % at 5.9 µM; hit rate 0.53% among 320,000;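 active = inhibition above the campaign mean of all compounds plus 3 SD, cut at about 26% in these data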;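 note: competitive labeling of PME-1 active site by serine hydrolase directed probe; 0% = PME-1 with DMSO and 100% = wells lacking PME-1 enzyme; inhibitors block probe labeling so polarization falls and inhibition rises; many of its hits are not listed in these tables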
# Active calls of the source: *; . = not tested or not shown.
Compound,Efflux pump inh,MEX-5 binding,MCL1 BIM primary,Fam108B inh,GLD-1 RNA inh,GRK2 inh,VLA-4 inh,BCLXL inh,PME-1 inh
NC(Cc1ccc(O)c([N+](=O)[O-])c1)C(=O)O (stereo not given),0.2,-3.4,0,2,3,0,16,6,-3
CC(C)CCNC(=O)c1onc(CSc2ccccc2)c1C(=O)NCCC(C)C,-0.1,3.0,2,-8,1,0,-9,1,-13
CCOc1ccccc1CNC(=O)CCc1cn(C)c2ccccc12,0.0,3.5,-6,1,-2,3,-3,-5,-2
O=C(CSC1=NC(=O)C(Cc2ccccc2)C(=O)N1)Nc1ncc(Br)cc1Br (stereo not given),0.2,0.6,5,1,-1,1,5,12,2
Cc1c(NC(=O)/C(=C/c2cccs2)c2cccs2)c(=O)n(-c2ccccc2)n1C,0.1,-4.2,7,10,7,2,-2,4,6
CCSc1nnc2c(n1)OC1(CCCC1)Nc1ccccc1-2,-0.1,-0.5,3,2,8,0,55*,7,-5
Cc1noc(C)c1S(=O)(=O)NCCc1ccc(S(N)(=O)=O)cc1,0.0,0.3,7,-4,3,3,-7,10,0
COc1ccc(NC(=O)CN(C)S(=O)(=O)c2ccc3c(c2)NC(=O)CS3)cc1,-0.1,-0.8,3,3,5,0,-3,3,-2
CCn1cc([N+](=O)[O-])c(C(=O)N2N=C(c3ccc4ccccc4c3)CC2c2ccccc2O)n1 (stereo not given),-0.1,4.4,0,-37,10,1,2,5,-47
CN(C)C(CNC(=O)c1cc(S(=O)(=O)N(C)c2ccc(F)cc2)ccc1Cl)c1ccco1 (stereo not given),0.0,2.9,-2,-1,2,0,5,8,-6
CCOC(=O)c1cnc(-n2nc(C)cc2C)nc1N(C)C,-0.1,1.9,5,2,2,0,0,4,4
CCCC(=O)c1cc2c(cc1NC(=O)CC)OCCO2,0.0,0.8,1,4,-1,2,29,4,1
CCCCOC(=O)CCn1[nH]c(=O)c2ccccc2c1=O,0.0,0.9,0,4,3,0,17,-1,-1
CN1CCN(c2ccc(NC(=O)c3ccc(C#N)cc3F)cc2Cl)CC1,0.0,-4.5,2,-1,7,0,1,1,3
O=S(=O)(c1ccc(F)cc1)N1CCN(CCOc2ccccc2)CC1,0.1,.,.,.,3,6,2,.,.
COc1ccc(C(C)NCCC(c2ccc(OC(C)C)cc2)c2ccccc2OC)cc1 (stereo not given),0.0,2.9,.,.,.,0,-51,.,.
N#Cc1ccc(C2=CC(=O)C[C@H](c3ccc(F)cc3)C2)cc1,0.1,.,1,.,8,2,-10,0,-3
Cc1ccc(-c2nnc(-c3ccc(Br)cc3)o2)o1,-0.2,-0.5,8,-1,7,1,-3,8,-3
CC(C)[C@H](NC(=O)N1CC(=O)Nc2ccccc21)C(=O)Nc1nccs1,0.3,-1.8,-2,-1,0,5,-2,3,7
O=C1CCC(N2C(=O)c3ccccc3C2=O)C(=O)N1 (stereo not given),0.0,-0.2,-4,5,1,0,9,3,-2
COc1cccc(CN2CCN(Cc3cccc(Br)c3)CC2)c1OC,-0.1,0.2,1,-4,-4,55*,-5,2,0
Cn1c(=O)c(C(=O)COC(=O)c2cc(C(F)(F)F)nc3ccccc23)c(N)n(Cc2ccccc2)c1=O,-0.1,-1.2,-22,-28,-1,1,-2,-3,-40
Cc1cc(C(=O)NNC(=O)c2cccc(S(=O)(=O)N3CCOCC3)c2)c2ccccc2n1,0.0,-4.9,-5,-1,2,3,0,0,3
O=C(CCl)Nc1ccc2c(c1)OCO2,1.2*,-0.4,7,2,6,0,22,6,-3
COc1ccccc1CN=C1NC(=O)C(CC(=O)Nc2ccc(OC)c(OC)c2)S1 (stereo not given),0.0,1.9,0,-2,5,0,-2,-1,8
COc1cc(CNCCCN2CCOCC2)cc(Br)c1OCc1ccc(Cl)cc1,-0.1,-1.8,-4,1,2,0,48,9,0
CC(=O)Nc1nnc(S(=O)(=O)N2CCN(c3ccc([N+](=O)[O-])cc3Cl)CC2)s1,-0.1,0.9,7,-2,7,3,-2,1,10
COc1cccc(CNC(=O)C(=O)NCC(c2ccco2)N2CCOCC2)c1 (stereo not given),0.1,-1.9,0,-1,2,0,9,1,-2
CCc1cccc(CC)c1NC(=O)COC(=O)/C(C#N)=C/c1ccc(OC)cc1,0.2,-0.7,-7,-1,1,0,1,-4,2
Nc1ncnc(NCc2ccc(F)cc2)c1[N+](=O)[O-],-0.1,2.0,2,0,-3,1,-3,7,6
COc1ccc(Oc2coc3cc(OC(=O)/C=C/c4ccccc4)ccc3c2=O)cc1,-0.1,2.0,4,0,1,0,7,2,6
CCOc1ccc2[nH]c3nc(SCC(=O)OC(C)C)nnc3c2c1,-0.1,-0.9,9,0,0,2,-7,9,5
CC1(C)SCC(C(=O)O)N1C=O (stereo not given),0.0,-2.9,-7,5,2,3,27,2,1
Cc1[nH]c(=O)[nH]c(=O)c1Cc1cccc2ccccc12,0.5,0.3,0,-6,-1,8,16,5,1
CC(=O)NCC(=O)NC1(C(=O)NC2CCCC2)CCCCC1,-0.1,1.0,4,1,-6,4,5,3,0
Cc1ccc(N2C(N)=C(C#N)C(c3cccs3)C3=C2CC(C)(C)CC3=O)cc1 (stereo not given),-0.1,3.9,2,-4,-6,1,8,1,13
O=C(C1CC1)N1CCCN(C(=O)C2CC2)CC1,0.1,-0.1,4,2,-5,0,11,3,1
COCC(C)NC(C(=O)Nc1ccc(C)c(Cl)c1)c1ccccc1 (stereo not given),0.1,-0.3,3,-2,-6,2,0,0,-1
C=Cc1ccc(CN2CCCN(Cc3ccc(F)cc3)S2(=O)=O)cc1,-0.1,1.9,5,-5,2,0,1,1,1
CSc1cccc(NC(N)=O)c1,0.4,0.4,6,0,-5,0,2,6,-1
Cc1cc(=O)oc2cc(OCC(O)CN3CCN(c4ccc(F)cc4)CC3)ccc12 (stereo not given),-0.1,1.3,-2,0,5,1,-1,0,2
O=C([C@@H]1CCCN1C(=O)c1cccs1)N1CCN(S(=O)(=O)c2ccccc2F)CC1,0.1,.,-5,.,-8,4,0,-4,5
Cc1ccc(NC(=O)CN2CCN(c3ccccn3)CC2)c(Cl)c1,0.1,5.8,0,0,-1,0,3,0,-1
Cc1cc(Cl)ccc1Oc1ccc(C(N)=O)cc1[N+](=O)[O-],0.1,-0.1,5,1,2,0,7,1,-4
Cc1ccc(C(C)(C)NC(=O)C2CCC(=O)N(C3CCCCCC3)C2)cc1 (stereo not given),-0.2,-0.4,5,1,7,16,-33,9,5
O=S(=O)(/N=C(\c1ccccc1F)N1CCCCC1)c1ccccc1,0.0,1.1,3,1,-1,9,2,3,1
C=C(C)COc1ccc(-c2ncncc2Oc2ccc(OC)cc2)c(O)c1,-0.1,1.3,6,-3,5,2,-3,5,-13
Cc1ccc2c(c1)C1CN(C)CCC1N2C(=S)NC(=O)c1ccc(Cl)cc1Cl (stereo not given),0.0,1.3,9,-2,0,1,-4,6,-2
O=C(NC1CCCCC1)N1CCN(Cc2ccco2)CC1,-0.3,-4.7,4,1,4,2,8,4,3
CN1CCN2c3ncccc3Cc3ccccc3C2C1 (stereo not given),0.0,1.4,18,-2,7,2,34,3,1
COc1ccccc1C(=O)NNC(=O)c1ccccc1,-0.2,-3.4,0,1,-1,2,2,2,2
CCC(=NCc1ccccc1)c1c(C(F)(F)F)[nH]n(-c2nc3ccccc3s2)c1=O,0.1,0.9,-2,-6,2,3,-7,4,-9
COc1cc(/C=C(\C#N)c2ccccn2)cc(OC)c1O,0.0,12,-9,-3,-62,3,-9,-4,7
CCc1ccc(OCc2nnc(SCCN3CCOCC3)n2C)cc1,0.0,0.6,-2,-3,-5,0,14,-5,1
Cc1nc(SCC(=O)Nc2ccc3c(c2)OCCO3)c2oc3ccccc3c2n1,-0.1,-0.9,-6,-3,4,0,-1,-5,-9
COc1ccc(/C=C(/NC(=O)c2cccs2)C(=O)NCc2ccco2)cc1OC,0.0,0.5,-3,-5,2,0,-2,-1,-2
O=C(O)c1cc(N/N=C/c2ccc3c(c2)OCCO3)ccc1Cl,-0.1,.,14,10,10,3,11,15,2
CC(C)(C)OC(=O)N1CCC(c2cc(-c3cccs3)n[nH]2)CC1,0.0,0.9,-6,-1,11,3,12,1,-6
Cn1nc(C(=O)N2CCN(c3ccccc3F)CC2)c2c1-c1ccccc1S(=O)(=O)C2,0.3,-2.5,3,-1,7,0,26,3,-5
CCCCN(C(=O)c1ccc2c(c1)S(=O)(=O)N=C1CCCCCN12)c1c(N)n(CCCC)c(=O)[nH]c1=O,0.0,3.1,1,6,5,1,7,5,-8

# Additional entries.
Compound,Efflux pump inh,MEX-5 binding,MCL1 BIM primary,Fam108B inh,GLD-1 RNA inh,GRK2 inh,VLA-4 inh,BCLXL inh,PME-1 inh
O=C(NC(=S)NC1CCCCC1)c1ccccc1[N+](=O)[O-],0.3,0.4,3,-3,4,3,13,3,4
CCOc1cc(N2CCOCC2)c(OCC)cc1NC(=O)c1ccc2ccccc2n1,-0.3,0.2,9,0,3,11,-17,11,-8
CCOC(=O)c1oc2ccc(S(=O)(=O)n3nc(-c4ccccc4)cc3N)cc2c1C,0.2,-1.7,7,-16,6,3,-21,6,-14
N#CC1=C(N2CCCCC2)c2cc3c(n2C1=O)CCCC3,0.0,-4.4,8,-5,3,0,-3,5,-4
CC(C)C(NC(=O)c1ccccc1)C(=O)OCC(=O)N1CCCC1 (stereo not given),-0.1,.,-6,.,-2,1,3,-4,1
CCCC(C)c1nnc(NC(=O)c2cc(C(=O)OC)cc([N+](=O)[O-])c2)s1 (stereo not given),-0.1,-0.6,4,2,6,0,-2,8,3
CN1CCN(NC(=S)NC2CCCC2)CC1,0.0,0.5,9,0,-3,0,5,2,1
Cc1ccc(CCNC(=O)CN(c2ccc(C)cc2)S(=O)(=O)c2c(C)noc2C)cc1,0.0,2.8,2,-1,-6,1,11,1,1
COc1ccc(S(=O)(=O)N2CCC(C(=O)Oc3c(OC)cccc3OC)CC2)cc1OC,-0.2,-2.1,-13,-1,-1,0,5,-2,-1
O=C(COC(=O)c1c2c(nc3ccccc13)/C(=C\c1cccs1)CCC2)Nc1ccccc1,-0.2,1.5,-12,-40,-3,1,-7,-3,-62
O=C(c1ccc(C(F)(F)F)cc1)N1CCN(S(=O)(=O)c2ccc3c(c2)OCCCO3)CC1,-0.1,-0.7,-8,-1,-5,0,0,6,2
O=S(=O)(c1cccc(Cl)c1)N1CN(CC2CCCO2)c2nc3ccccc3nc21 (stereo not given),0.3,-9.0,23,6,29,0,-1,19,13
C=CCC1c2cccc(C(=O)O)c2C(=O)N1c1ccc(Cl)cc1 (stereo not given),0.0,0.1,5,2,0,0,-12,4,1
CC(C)c1nc(SCC(=O)Nc2ccc([N+](=O)[O-])cc2Br)n[nH]1,0.1,0.1,0,-1,1,2,1,0,1
NC(=O)N/N=C/c1sc(=O)n(-c2ccccc2)c1Cl,0.0,0.0,-25,-4,-14,1,3,-14,1
O=C(COC(=O)CC1CC2CCC1C2)Nc1ccc(F)cc1 (stereo not given),0.0,-0.3,-4,1,1,0,2,1,-8
CC(C)OCCCNC(=O)C1CCN(S(=O)(=O)N2CCCCC2)CC1,0.0,-2.1,-4,0,-3,2,0,-4,4

# Some of the compounds tested; the hit share may differ from the screen's.
